NPYLR7 agonist – activates Aedes aegypti NPYLR7 receptor; HEK293T NPYLR7/Galpha15, GCaMP6s calcium fluorescence; activation, % at 10 µM; 270,000 compounds, 0.15% hits; AID 1259423; in the data active = activation above about 40%;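 note: 0% = vehicle and 100% = reference agonist at the receptor; some compounds past the cut are filed as inactive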
hcGAS lum – inhibitors of human cGAS; 290,000 compounds, 0.081% hits; inhibition, % at 12.5 µM; recombinant h-cGAS, ATP depletion, Kinase-Glo luminescence; Q8N884;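 note: 0% = vehicle reaction and 100% = reaction without DNA for no activity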
Target sequence (Q8N884 whole entry, looked up): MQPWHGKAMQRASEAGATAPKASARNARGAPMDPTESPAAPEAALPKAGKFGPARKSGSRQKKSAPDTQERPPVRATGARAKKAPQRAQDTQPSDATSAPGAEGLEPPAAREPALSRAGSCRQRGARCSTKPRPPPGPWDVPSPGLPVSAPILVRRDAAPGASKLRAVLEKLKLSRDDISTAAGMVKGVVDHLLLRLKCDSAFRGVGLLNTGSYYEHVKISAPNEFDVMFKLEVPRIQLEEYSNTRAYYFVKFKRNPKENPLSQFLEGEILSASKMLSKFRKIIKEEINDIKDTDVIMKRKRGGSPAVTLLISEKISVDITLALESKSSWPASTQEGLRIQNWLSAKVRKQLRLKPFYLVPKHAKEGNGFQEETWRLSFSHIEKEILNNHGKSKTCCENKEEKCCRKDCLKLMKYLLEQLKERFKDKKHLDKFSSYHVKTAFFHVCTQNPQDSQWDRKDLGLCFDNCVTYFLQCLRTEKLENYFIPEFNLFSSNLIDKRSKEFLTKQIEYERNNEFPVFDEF
mcGAS inh – blocks mouse cGAS activity; Q8C6L5; recombinant cGAS, Kinase-Glo ATP depletion luminescence; inhibition, % at 12.5 µM; 160,000 compounds, 0.15% hits; AID 1259399;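 note: 0% = negative control wells and 100% = reference inhibitor with no enzyme activity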
Starred values were filed as active, the others as inactive; nt = no result given; & = joins results of further samples. Cut-off read from the data, not from the text of the source, unless noted: active = inhibition above about 40%; inactive = the rest.

Values run as follows: NPYLR7 agonist, hcGAS lum, mcGAS inh
Cc1nc2c(c(N(C)C)n1)CCN(C(=O)c1nnc3n1CCCCC3)C2
    -2, -10, nt
COc1cc(-c2noc(-c3cc(C4CC4)[nH]n3)n2)cc(OC)c1OC
    3, -2, nt
Cc1ccc(C(O)c2cccnc2)o1 (stereo not given)
    3, -5, nt
O=S(=O)(CCSc1ccccc1)OCC(F)(F)F
    0, -6, -5
Cc1[nH]n(-c2ccc(F)cc2)c(=O)c1C1=C(N2CCN(C)CC2)C(=O)N(C2CCCCC2)C1=O
    11, -12, -8
COc1cc(C(=O)Nc2cc(C)cc(C)c2)cc(Cl)c1O
    -3, -1, -6
CC(=O)Nc1nc(COc2ccc(Cl)cc2Br)cs1
    -6, -6, nt
COc1cc(C2Nc3ccccc3N=C3CC(C)(C)CC(=O)C32)cc(OC)c1O (stereo not given)
    -1, -5, -1
CC(O)(CNc1ccc(Cl)c(C#N)n1)c1ccccc1 (stereo not given)
    11, -11, -8
CC(C)CC(=O)Nc1ccnn1C1CCN(C(=O)c2scc3c2CCCC3)CC1
    3, -9, -8
COc1ccc(-c2c(=O)n(OC)c3ccccc3[n+]2[O-])cc1OC
    18, -15, nt
Cn1ccnc1-c1ccc(NCC2COCCO2)nn1 (stereo not given)
    3, 2, nt
COc1cc(C)c(CN2CCC3(CCCN(CC4CC4)C3=O)C2)cc1C (stereo not given)
    4, -12, -11
CC(=O)Nc1ccccc1OCC(=O)Nc1cccc([N+](=O)[O-])c1
    30, -12, nt
O=c1c2c3n(c4ccccc4c(=O)n3c3ccccc13)CC2
    10, -3, nt
CCN(Cc1ccc2c(c1)OCO2)C(=O)C(C)n1cnc2ccccc21 (stereo not given)
    -3, 0, nt
Cc1ccc2ncn(C3CCN(C(=O)c4ccc(F)c(C)c4)CC3)c2c1
    nt, -10, -6
Cc1ccsc1C(=O)C1CCCN(Cc2c(C)n(C)n(-c3ccccc3)c2=O)C1 (stereo not given)
    7, -5, -6
CCc1cc(C(=O)OC)c(NC(=S)NCc2cnn(CC)c2)s1
    -11, -6, nt
CC1(C)CC(NC(=O)c2cc(-c3cccc(Cl)c3)n[nH]2)CC(C)(C)N1
    5, -9, nt

Single records, as listed above.
CCc1cc(C(=O)OC)c(NC(=S)NCc2cnn(CC)c2)s1 reads NPYLR7 agonist = -11; hcGAS lum = -6; mcGAS inh = nt
Cc1ccsc1C(=O)C1CCCN(Cc2c(C)n(C)n(-c3ccccc3)c2=O)C1 (stereo not given) reads NPYLR7 agonist = 7; hcGAS lum = -5; mcGAS inh = -6
Cn1ccnc1-c1ccc(NCC2COCCO2)nn1 (stereo not given) reads NPYLR7 agonist = 3; hcGAS lum = 2; mcGAS inh = nt

More results.
Values run as follows: NPYLR7 agonist, hcGAS lum, mcGAS inh
CCc1nc(C)c(C(=O)NCCN2CCC(C)CC2)s1
    8, -10, -9
O=C(NCCc1ccco1)c1cc(COc2ccc3c(c2)CCCC3)on1
    5, -5, nt
Cc1cccc(Cn2c(=O)c(C(=O)NCCc3ccccn3)nn(-c3ccc(Cl)cc3)c2=O)c1
    11, -6, -5
CCOC(=O)C1=C(C)N(c2ccc(N(C)C)cc2)C(C)=C(C(=O)OCC)C1c1ccc(Cl)cc1Cl
    4, -3, -5
CCCCCOc1ccc(C(=O)NCCOC)cc1OCCCCC
    -4, -2, -4
Cc1ccc2nc(C)c(NC(=O)Nc3cccc(F)c3)c(=O)n2c1
    -2, -1, 0
COc1cccc(N2C(=O)CSC2c2cccc(NC(=O)c3ccc(Br)cc3)c2)c1 (stereo not given)
    11, -4, -5
CC1(C(=O)NCc2cccnc2)CCN1C(=O)Cc1cccs1 (stereo not given)
    -1, -4, -4
CCn1c(C)ccc(C(=O)N2CCCC(CCc3ccc(OC)cc3)C2)c1=O (stereo not given)
    6, -5, -14
COc1ccc(Br)cc1/C=N\Nc1ncnc2nc[nH]c12
    -1, -7, nt
O=C(/C=C/c1cccc(Br)c1)N1CCN(c2ccccc2O)CC1
    4, -2, nt
CCOc1ccc(-c2ccc(OCCNS(=O)(=O)CC)nn2)cc1
    -7, -5, -2
Cn1cc(C(=O)Nc2ccc3c(c2)OCCO3)c2nn(-c3ccccc3)c(=O)c-2c1
    5, -6, -9
O=C(CN1C(=O)c2ccccc2C1=O)Nc1ccc(O)cc1C(=O)O
    -9, -2, -5
COCCc1noc(-c2ccc(-c3cccc4c3OCC4)nc2)n1
    2, -5, nt
CC1Cc2ccccc2N1C(=O)CNc1ccc(C(=O)N(C)C)cc1 (stereo not given)
    -1, -11, nt
CC1(C(=O)NS(=O)(=O)c2cccs2)CCN1C(=O)CC(c1ccccc1)c1ccccc1 (stereo not given)
    0, -8, -4
O=C(c1ccc([N+](=O)[O-])cc1)N(Cc1cccc(OS(=O)(=O)c2ccc(F)cc2)c1)Cc1ccco1
    -2, -1, -4
O=C(Cn1cnc([N+](=O)[O-])n1)Nc1cccc(Cl)c1
    -9, 4, 0
Cc1ccc(-n2nc(C)c(C(=O)N3CCC(C(N)=O)C3)n2)c(C)c1 (stereo not given)
    -1, -9, nt

Quoted from the listing:
Reading for O=C(c1ccc([N+](=O)[O-])cc1)N(Cc1cccc(OS(=O)(=O)c2ccc(F)cc2)c1)Cc1ccco1 in mcGAS inh: -4
Reading for CC1(C(=O)NS(=O)(=O)c2cccs2)CCN1C(=O)CC(c1ccccc1)c1ccccc1 (stereo not given) in NPYLR7 agonist: 0
Reading for O=C(Cn1cnc([N+](=O)[O-])n1)Nc1cccc(Cl)c1 in mcGAS inh: 0

Remaining list, next part.
Values run as follows: NPYLR7 agonist, hcGAS lum, mcGAS inh
Cc1cnc(NC(=O)c2ccccc2-c2nc(C(C)C)no2)s1
    1, 7, 2
c1ccc(C(CNCc2cn[nH]c2-c2cccc3ccccc23)N2CCOCC2)nc1 (stereo not given)
    9&4, 2&-8, nt
CCNC(=O)[C@@]1(OCc2ccccc2)CC(OCC2CC2)[C@H](O)[C@H](O)C1 (stereo not given in full)
    -2, 3, 0
CCOC(=O)CCC(=O)Nc1c(-c2cccc(F)c2)cn(Cc2ccccc2)c1C(=O)OCC
    2, -7, -8
CCCn1c(SC(C)C(=O)c2[nH]c(C)c(C(=O)OCC)c2C)n[nH]c1=O (stereo not given)
    -3, -7, -5
O=C(N/N=C1\CC2C=CCC12)c1cccnc1 (stereo not given)
    -3, -2, nt
COc1ccccc1NC(=O)N1CCCN(c2nc(Cc3ccc(C)cc3)nc3onc(-c4cccnc4)c23)CC1
    19, -9, -7
CCS(=O)(=O)c1ccc2oc(-c3ccccc3NC(=O)c3ccccc3C)nc2c1
    -5, -8, -3
Fc1ccc(CSc2ncnc3c2nnn3-c2ccc(F)cc2)cc1
    9, -4, -9
CCN(CC)C(=O)CSc1nnc(SC(C)C#N)s1 (stereo not given)
    0&4, -9&-12, nt
COc1ccc(NS(=O)(=O)c2ccc(OC(F)(F)F)cc2)c(C(=O)NCc2ccccc2)c1
    4, -7, -9
COc1ccc(-c2nc(CSc3ccc(Cl)c(Cl)c3)cs2)cc1OC
    4, -6, -6
COc1ccc(C2C(C(=O)OC3CCCC3)=C(C)NC3=C2C(=O)CCC3)c(OC)c1OC (stereo not given)
    -3, -5, -8
CCOc1ccc(CN(C)Cn2cc(C)n(-c3ccccc3F)c2=O)cc1
    4, 6, nt
COCc1cc(C)nc(OCC(=O)N/N=C\c2ccc(-c3ccc(Cl)c(C(=O)O)c3)o2)c1C#N
    11, -6, -5
CCn1nccc1C(=O)N1CC[C@@H]2[C@@H](CCC(=O)N2CCNC)C1
    nt, -9, -4
CC(C)(C)CC(=O)NC1CCN(C(=O)c2ccoc2)CC1
    -2, -16, nt
COC(=O)Cn1c(=NC(=O)c2cc(Cl)sc2Cl)sc2cc(OC)ccc21
    1, -7, nt
O=C(c1ccc(OC(F)F)cc1)N1CCOC(COCc2ccc(F)cc2Cl)C1 (stereo not given)
    11, -5, -2
Nc1nc(N)nc(COc2ccc(-c3ccccc3)cc2Cl)n1
    5, 5, -3
Cc1ccc(-c2cc(C(=O)NCCCn3ccnc3)c3ccccc3n2)s1
    1, -2, 0
O=[N+]([O-])c1cccc(S(=O)(=O)Oc2ccc(OCc3ccccc3)cc2)c1
    5, -3, nt
O=C(c1cn[nH]c1)N(CC1CCN(C2Cc3ccccc3C2)CC1)CC1CCCO1 (stereo not given)
    1, -11, nt
COC(=O)CCNC(=O)c1cc(C)n(-c2cccc(C(C)C)c2)c1C
    4, -9, -15
COC(=O)Nc1nc2ccc(SC(C)C)cc2[nH]1
    20, -8, nt
CCN(CC)CCc1nc2c([nH]1)CC(c1ccc(Cl)cc1)CNC2=O (stereo not given)
    -1, -6, nt
c1ccc2nc3c(nc2c1)sc1nc2ccccc2n13
    0, -1, nt
Cc1cccn2c(=O)c3cc(C(=O)NC(C)C)n(C)c3nc12
    6&4, -5&-5, nt
Cc1cccc(C)c1OCc1cc(C(=O)N2CCCN(Cc3ccccc3F)CC2)no1
    7, -9, nt
COc1cccc(CN(Cc2nc(C(=O)NCc3cccnc3)co2)C(C)C(C)C)c1 (stereo not given)
    23, -2, -3
CN(OCc1ccccc1)C(=O)C(Cc1ccccc1)N1CCCOC1=O (stereo not given)
    3, 3, nt
Cc1ccccc1-n1c(SCc2nc(C(=O)N3CCC4(CC3)OCCO4)cs2)nnc1-c1ccccc1Cl
    -6, -4, -4
O=C(COCc1ccccc1)N1CCCN(c2nc(Cc3ccccc3)nc3onc(-c4ccccc4)c23)CC1
    11, -1, -2
CC(=O)Nc1ccc(-c2nccn2-c2ccc(-c3n[nH]c(C)n3)cc2)cc1
    3, -5, -15
CCCS(=O)(=O)NCCCn1nc(-c2cccs2)ccc1=O
    3, -2, nt
Cn1c(=O)c2c(SCC(=O)N3CCCc4ccccc43)nc(-c3cccc(F)c3)nc2n(C)c1=O
    -5, -8, -9
C=CCn1nc(C(=O)N2CCCCCC2)c2c1CCC(N1CCN(c3ccccc3)C(=O)C1)C2 (stereo not given)
    19, -26, -6
O=[N+]([O-])c1cccc(CN2CCN(c3cc(Oc4ccc(Cl)cc4)ncn3)CC2)c1
    5, -3, -3
Cc1nn(C)c(C)c1CN(Cc1nc(-c2cccc(F)c2)oc1C)C(C)C
    4, -5, nt
CCOC(=O)C1(Cc2ccccc2)CCCN(S(=O)(=O)c2ccccc2C(=O)OC)C1 (stereo not given)
    1, -4, nt
CCc1nc2c(OCCOc3ccc(F)cc3)cccn2c1N(C)C(=O)c1ccncc1
    13, -4, -3
O=C(COc1ccccc1)NCC1Cc2cccc(F)c2O1 (stereo not given)
    20, 0, -4
CCCc1nnc(N2CCCN(C)CC2)s1
    -2, -18, nt
O=C(Nc1nnc(C2CC2)s1)N1CCCC1c1cccc(Cl)c1 (stereo not given)
    1, 0, nt
Cc1cc(C)c(CNCCS(=O)(=O)N2CCCC2)c(C)c1CO
    -6, -4, -13
CCN(CC)C(=O)Cn1nc(-c2cccs2)c2sc(C)nc2c1=O
    7, 4, -5
Cc1ccc(-n2nc(C(C)(C)C)cc2NC(=O)CN(Cc2ccco2)C(=O)NC2CCCCC2)c(C)c1
    -4, -11, -4
CN(Cc1cccc(C(N)=O)c1)C(=O)NC1CCCOc2ccc(F)cc21 (stereo not given)
    1, -6, nt
CC(c1ccccc1)n1c(C(=O)NC2CCCCC2)cc2ccsc21 (stereo not given)
    -2, 2, 1
Cc1cccc(CNC(=O)C(C2CCCC2)N2CCN(C(=O)c3cccs3)CC2)c1 (stereo not given)
    0, 4, nt

Following part:
Values run as follows: NPYLR7 agonist, hcGAS lum, mcGAS inh
Cc1ccc(NC(=O)CN(C)C(=O)c2ccccc2-n2cnnn2)cc1
    0, 5, nt
Cc1ccc2c(c1)C1(SCCN1C(=O)c1ccccc1F)C(=O)N2Cc1cccc(C#N)c1 (stereo not given)
    9, -6, -6
CN(CC(=O)N1CCN(Cc2ccccc2)CC1)C(=O)CCc1ccsc1
    1, -8, -9
O=C(CN1C(=O)c2ccc([N+](=O)[O-])cc2C1=O)NC(c1ccccc1)c1ccccc1
    -9, 2, -3
CCc1nc2n(n1)C(=O)C(C(c1cccc(C(F)(F)F)c1)N1CCC(C(N)=O)CC1)S2 (stereo not given)
    -3, 1, 0
CC(c1ccc2ccccc2c1)N1CC(OCC(=O)N(C)C)C1 (stereo not given)
    0, -15, nt
O=C(CC1CCc2ccccc21)Nc1ccccc1-c1nn[nH]n1 (stereo not given)
    -1, 3, 0
CCOC(=O)CNC(=O)NC1CC(=O)N(C2Cc3ccccc3C2)C1 (stereo not given)
    20, -6, nt
CCc1[nH]c2c(CNC(=O)Cc3csc(C)n3)cc(C)cc2c1C
    nt, -2, -13
CCS(=O)(=O)c1ccc2oc(=O)c(CC(=O)c3ccccc3)nc2c1
    2, -2, nt
CC(NC(=O)c1nn(-c2ccc(Cl)cc2)c(=O)n(Cc2ccc(F)cc2)c1=O)c1ccccc1 (stereo not given)
    14, -5, -5
NC(=O)c1nc(C2CCCCC2)nc2c1[nH]c(=O)n2-c1ccccc1F
    -3, -10, -8
CC(=O)N1CCC(N(C)Cc2cc(C(C)(C)C)n[nH]2)CC1
    nt, -2, -3
CC=CC(=O)Nc1nnc(C2CC2)s1
    2, -3, nt
CCC(=O)Nc1sc(SCC(N)=O)nc1-c1ccccc1
    -7, -2, -7
O=[N+]([O-])c1cc(S(=O)(=O)C(F)(F)F)ccc1N1CCN(c2ccccc2F)CC1
    0, -3, nt
CCn1nnc2cc(C(=O)Nc3nc(-c4ccccc4)cs3)ccc21
    0, 1, -1
O=C(CCN1CCC(O)(c2ccc(Cl)cc2)CC1)NCc1ccco1
    -3, -1, -4
CC(C)c1cc(C(=O)NCc2nc(Cc3cccs3)no2)n(C)n1
    9, -4, nt
CC1CCN(C(=O)NCCCS(=O)(=O)c2ccccc2)C(C)C1 (stereo not given)
    3, -6, nt
